# Screening data: PubChem BioAssay, Fisher Drug Discovery Resource Center
# mcGAS MS inh – inhibitors of Mus musculus cyclic GMP-AMP synthase, initial high-throughput assay, cell-free, RapidFire MS; 130,000 tested, 0.18% active; inhibition, % at 12.5 µM; Q8C6L5; recombinant mouse cGAS, cGAMP by RapidFire MS;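 active = inhibition of cGAS enzyme activity at or above 60%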;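 note: enzyme stimulated by 45 bp dsDNA with ATP and GTP substrates; cGAMP share of summed cGAMP plus half ATP and half GTP signals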
# Target sequence (Q8C6L5 whole entry, looked up): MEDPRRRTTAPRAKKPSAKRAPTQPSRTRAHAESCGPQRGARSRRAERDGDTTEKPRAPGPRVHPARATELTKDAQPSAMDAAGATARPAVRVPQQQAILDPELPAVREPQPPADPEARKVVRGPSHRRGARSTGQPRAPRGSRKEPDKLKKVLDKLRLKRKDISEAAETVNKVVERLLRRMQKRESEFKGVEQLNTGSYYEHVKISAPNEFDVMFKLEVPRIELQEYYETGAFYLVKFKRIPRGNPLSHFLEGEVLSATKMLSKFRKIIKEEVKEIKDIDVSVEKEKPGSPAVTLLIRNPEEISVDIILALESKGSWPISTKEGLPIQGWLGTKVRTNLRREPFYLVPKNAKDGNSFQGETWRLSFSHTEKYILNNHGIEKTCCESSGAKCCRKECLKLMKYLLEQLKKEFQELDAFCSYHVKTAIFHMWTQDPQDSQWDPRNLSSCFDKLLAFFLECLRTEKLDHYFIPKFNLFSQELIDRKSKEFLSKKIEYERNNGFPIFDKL
# * hit, by the source's call. This is a subset (hit frequency here may not be typical).
SMILES,mcGAS MS inh
CC(C)(C)NN=Cc1cc(Br)cc(Br)c1O,-2.1
Nc1nc(=Nc2ccccc2C(F)(F)F)nc(N)n1C(=O)c1ccncc1,-5.1
CCCc1ccc(S(=O)(=O)Nc2cc(OC)c(OC)cc2C(=O)OC)cc1,-12.1
Cc1cc(Cl)ccc1C(=O)C1CCCN(Cc2cccn2-c2nccs2)C1 (stereo not drawn),-3.3
CC1(NC(=O)Nc2ccc(Br)cc2)CCCC1,-13.0
CC(=O)Cn1c(=O)c2c(nc3n(-c4cccc(Cl)c4)c(C)c(C)n23)n(C)c1=O,-12.5
CCOC(=O)c1c(C)nc2n(/N=C\c3ccccc3[N+](=O)[O-])c3ccccc3n12,-11.7
CCc1csc(NC(=O)C(C)n2nc(C)cc2C)n1 (stereo not drawn),-6.3
COc1cc(C=CC(=O)N2CC(C(=O)N(C)C)Oc3ccccc32)ccc1OC(F)F (stereo not drawn),-10.0
CCn1ccnc1CNC(=O)c1coc(CN2CCN(Cc3ccccc3)CC2)n1,-3.6
CC(CCN(C)Cc1ncc[nH]1)N1CCCC1 (stereo not drawn),-31.5
CSc1ccccc1NC(=O)c1cc(=O)c(OCc2ccccc2)c[nH]1,-3.6
CCN(CC(=O)NC(C)(C)C)C(=O)c1cc(Cl)cc(Cl)c1,-31.2
Cc1cccc(CN2CCN(Cc3cnc(N4CCCC4)nc3)CC2=O)c1,5.2
Cc1cnc(CCNC(=O)c2ccccc2-c2ccccc2C#N)s1,-49.1
O=C(C#Cc1ccccc1)N1CCCC(N2CCN(c3cccc(Cl)c3)CC2)C1 (stereo not drawn),-2.0
O=c1[nH]c(CNC2CCCCC2)nc2sc3c(c12)CCN(Cc1ccccc1)C3,-3.9
COc1cc(C(=O)NN=Cc2ccc(Br)o2)cc(OC)c1OC,-4.4
O=C1NC2(CCCCC2)C(=O)N1CN1CCN(S(=O)(=O)c2ccc3c(c2)CCC3)CC1,-14.1
COc1cccc2c1OCCCN(Cc1ccc(CO)o1)C2,-12.9
Cc1cn2c3c(=O)n(Cc4ccccc4F)c(=O)n(C)c3nc2n1CCOCCO,1.9
COc1ccc(-c2nonc2N)cc1,5.4
CN(CC(=O)NC(C)(C)C)Cc1cc(Cl)c2ccccc2c1O,-0.9
CC(Sc1nnc(C2CC2)n1C1CC1)C(=O)NC1(C#N)CCCCC1 (stereo not drawn),2.2
NC(=O)C1(N2CCCCC2)CCN(Cc2cc3n(n2)CCNC3)CC1,-8.3
COc1ccc(-c2noc(CN(Cc3ccccn3)CC3CCCO3)n2)c(OC)c1OC (stereo not drawn),-8.8
c1cc(CNc2ncnc3ccsc23)cc(CN2CCCC2)c1,-2.8
Cc1ccc(S(=O)(=O)NC(=O)C2(C)CCN2C(=O)c2ccccc2CCc2ccccc2)nc1 (stereo not drawn),-8.8
COCC(=O)N1CCC(Oc2ccc(C(=O)NCCc3nc(C)cc(C)n3)cc2)CC1,-4.6
CN(C)C(=O)N1CCN(C(=O)c2ccc(S(=O)(=O)N3CCCCC3)o2)CC1,-5.8
Cc1ccc2ncn(CC(=O)NC3CCCc4ccccc43)c(=O)c2c1 (stereo not drawn),-13.7
COCCN1CCCC2(CCN(C(=O)c3scc4c3OCCO4)C2)C1=O (stereo not drawn),-0.5
O=C(CN1CCCC1c1cccc(Br)c1)N1CCc2ccccc2C1 (stereo not drawn),0.8
Cc1ccc(NC(=O)Cc2nc(-c3ccc4c(c3)CCO4)cs2)c(C)c1,4.7
CCn1ncc(CN(C)CC2CCCN(CCc3ccccc3OC)C2)c1C (stereo not drawn),-5.4
COc1ccc(Cl)c2sc(N(CCN(C)C)C(=O)c3ccccc3)nc12,-7.0
CC1(C)CC(N2CCCC2)=CC(=[N+]2CCCCC2)C1,43.4
C=CCn1cnc2c(cnn2-c2cccc(C)c2C)c1=O,-5.0
CSc1nc(N(C)CCO)c2sc3c(c2n1)COC(C)(C)C3,-3.2
CC1CN(c2nc(NCc3ccc(Cl)cc3)nc(N)c2[N+](=O)[O-])CC(C)O1 (stereo not drawn),-11.1
Cc1ccc(OCCN2CCN(c3ncnc4sc(C)c(C)c34)CC2)cc1,-3.4
CCOC(=O)C1=C(CN2CCCCC2C)NC(=O)NC1c1ccc(OC)cc1 (stereo not drawn),-4.3
Cc1[nH]n2c(=O)cc(C(C)C)nc2c1-c1ccc(F)cc1,1.6
O=C(C1CCCN(S(=O)(=O)N2CCOCC2)C1)N1CCN(C2CCCCC2)CC1 (stereo not drawn),-4.4
CN(CCC1CCOCC1)C(=O)c1cc(COc2cccc(F)c2)[nH]n1,-5.5
Cc1c(CCOC(=O)c2ccccc2)sc[n+]1CC(=O)c1ccccc1,-1.8
Cc1c(C(=O)OC2CCC(C)CC2)[nH]c2c1C(=O)CCC2 (stereo not drawn),-4.9
COc1cccc(CCNC(=O)c2cnn(-c3nc(C)cc(=O)[nH]3)c2C)c1,0.4
CN(C)S(=O)(=O)c1ccc2c(c1)CCN2C(=O)C12CCC(=O)N1c1ccccc1S2 (stereo not drawn),2.1
O=C(Cc1csc(Nc2cccc(C(F)(F)F)c2)n1)NCC1CCCO1 (stereo not drawn),-6.9
CC(C)(C)C(=O)[C@@H]1[C@@H]2C(=O)N(C3CCCCC3)C(=O)[C@@H]2[C@H]2C=CC=NN21,0.6
Cc1ccc(NC2CCCN(C(=O)c3scnc3C)C2)cc1C (stereo not drawn),-5.3
COCc1nnc(C(=O)N2CCC(O)(CN3CCCC3)CC2)o1,-10.2
CN(Cc1ccccc1)C1(C(=O)N[C@H]2CCCCNC2=O)Cc2ccccc2C1,-8.0
O=S(=O)(/C=C/c1ccccc1)Nc1c(F)cccc1F,-13.3
N[C@@H](Cn1ccc(=O)n(Cc2ccccc2C(=O)O)c1=O)C(=O)O,0.8
Cc1nc(CCNS(=O)(=O)NCc2ccccc2)sc1C,-6.4
CCOc1ccc(S(=O)(=O)N2CCOCC2)cc1NC(=O)CCl,3.8
CCn1c(C)c(C)n2c3c(=O)n(Cc4ccc(C)cc4)c(=O)n(C)c3nc12,-11.0
CC(=O)N[C@H]1CCN(c2ccnc(C(=O)NCc3ccccn3)c2)C1,-12.0
# Next section
SMILES,mcGAS MS inh
CN(Cc1ccc2nsnc2c1)Cc1nc(COc2ccccc2)no1,-4.1
COc1cccc(-c2nnc3n2N=C(c2ccc(O)c(O)c2)CS3)c1,2.4
CN(C)CCCNc1nc2cc(-c3ccn[nH]3)sc2c(=O)n1C,-10.5
COc1ccc(C(=O)Nc2c(C)nc3c(C)cccn3c2=O)cc1OC,4.6
O=C(NCc1ccccc1Cn1cccn1)C1CCC(=O)N(CCN2CCOCC2)C1 (stereo not drawn),-4.5
Cc1ncsc1CCN(C)CC(=O)O,-8.8
Cn1nc(C(=O)Nc2nc(-c3cccc(F)c3)cs2)ccc1=O,1.0
COc1ccccc1COn1c(=O)c(-c2cccc(Cl)c2)[n+]([O-])c2ccccc21,-0.1
Cc1ccc(F)cc1-n1ccnc1C1CCOC1 (stereo not drawn),8.0
CC(C)(C)CCNC(=O)CS(=O)(=O)c1ccccc1Cl,-10.8
Cc1ccccc1-n1cc(CN(C)C(=O)Cn2cccnc2=O)cn1,-21.2
COc1ccc(C(O)C(=O)N2CCC(N3CCSCC3)CC2)cc1 (stereo not drawn),-6.8

# An excerpt of these results, field by field.
N[C@@H](Cn1ccc(=O)n(Cc2ccccc2C(=O)O)c1=O)C(=O)O
  mcGAS MS inh: 0.8
Cc1nc(CCNS(=O)(=O)NCc2ccccc2)sc1C
  mcGAS MS inh: -6.4
CCOc1ccc(S(=O)(=O)N2CCOCC2)cc1NC(=O)CCl
  mcGAS MS inh: 3.8

# Two entries picked at random from the list so far, as already listed:
SMILES,mcGAS MS inh
COc1cccc(-c2nnc3n2N=C(c2ccc(O)c(O)c2)CS3)c1,2.4
Cn1nc(C(=O)Nc2nc(-c3cccc(F)c3)cs2)ccc1=O,1.0

# Further records follow:
SMILES,mcGAS MS inh
Cc1ccc(-c2cc(O)c3c(c2)CN(C(=O)Cn2cccnc2=O)CCO3)cc1,-17.2
CCOc1c(C)cc(-c2ncccc2O)cc1C,15.3
COc1ccc(-c2nccn2CCN2CCCCC2CO)c(C)c1C (stereo not drawn),-25.0
CCOC(=O)c1c(C)[nH]n2c(=O)cc(CN(C)C(C)C3CC3)nc12 (stereo not drawn),1.7
Cc1ccc(S(=O)(=O)Nc2cccnc2Cl)s1,9.9
Cc1nc2c(o1)CCc1ccccc1C2O (stereo not drawn),-0.8
C=CCOCC(CC)(COCC=C)COC(=O)N1CCC2(CC1)CC(=O)c1cc(Cl)c(C)cc1O2,0.9
Cc1noc(C)c1CCC(=O)NC1CCCN(c2ccc(C(F)(F)F)cn2)C1 (stereo not drawn),-6.7
CC(C)=CC(=O)NCC1CCN(Cc2[nH]c3ccc(C)cc3c2C)C1 (stereo not drawn),-13.9
Cc1cc2c(cc1C)C(=O)C(N1CCOCC1)=C(c1ccccc1)C2=O,-10.2
C/C(=N/Nc1nc(N2CCOCC2)nc(N2CCOCC2)n1)c1ccc(Cl)cc1,-7.8
O=C(Nc1ccc(SCC(=O)N2CCCCC2)nn1)c1cccc(F)c1,4.6
Cc1ccc(S(=O)(=O)NCCN(C)Cc2ccno2)cc1,8.0
CCOc1c[nH]c(C(=O)Nc2ccc(F)c(F)c2)cc1=O,-4.1
COCC(c1ccccn1)N(C)C(=O)c1nc2ccccc2[nH]1 (stereo not drawn),-3.1
CCOC(=O)c1nn(-c2ccccc2)c(=O)cc1OCC(=O)NCc1ccccc1,-10.8
O=C(c1ccc(-n2cccn2)cc1)N1CCCC(Nc2ccc3c(c2)OCCO3)C1 (stereo not drawn),-5.9
Cc1ccccc1/C=C(/C#N)C(=O)N1CCN(C)CC1,-8.1
O=S1(=O)CCC(NS(=O)(=O)c2ccc(F)cc2)C1 (stereo not drawn),14.6
Cc1cc(NS(=O)(=O)c2cc(Cl)c(N)c(Cl)c2)ccc1N(C)C,2.8
O=C(CCc1ccc2c(c1)OCO2)N1CCCC(Nc2ccc3c(c2)OCCO3)C1 (stereo not drawn),-6.7
CC(=O)NC(C)C(=O)Nc1cccc(Sc2ccccc2)c1 (stereo not drawn),5.7
O=C(O)[C@H]1C[C@@H](O)CCN1Cc1cn[nH]c1-c1ccc(Cl)cc1,-1.5
O=C(c1cn(CCN2CCCCC2)nn1)N1CCCN(Cc2cccs2)CC1,0.9
COc1cc(CN)ccc1OC(C)(C)C,-3.2
O=C(C1Cc2ccccc2O1)N1CC(c2ccncc2)C1 (stereo not drawn),-15.7
C=C(C)CNC(=O)CCc1nnc(Cc2cc(OC)ccc2OC)o1,-0.3
O=C1NCCN=C1Cc1ccc2ccccc2n1,-0.1
O=C(O)c1cccc(-c2csc(C(O)(c3ccccc3)C(F)(F)F)n2)c1 (stereo not drawn),7.9
C=Cn1cc[n+](CC(=O)c2ccc(-c3ccccc3)cc2)c1,-11.4
CC(SC1CCCC1)C(=O)NC(C)(C#N)C(C)C (stereo not drawn),-4.4
Cc1c(C(=O)NCc2ccc(C(C)C)cc2)sc(=O)n1Cc1ccc(S(=O)(=O)N(C)C)cc1,2.6
Cc1cn2c3c(=O)n(C)c(=O)n(C)c3nc2n1-c1ccc(OCCN2CCCCC2)cc1,-14.3
Cn1c(SCC(=O)C(C)(C)C)nnc1C1COc2ccccc2O1 (stereo not drawn),-10.3
O=[N+]([O-])c1cccc(C(F)(F)F)c1O,-8.6
COC(=O)c1ccc(Nc2nnc(Cc3ccccc3)c(=O)[nH]2)cc1,5.4

# Rewritten with tabs: two of the compounds above.
SMILES	mcGAS MS inh
O=C1NCCN=C1Cc1ccc2ccccc2n1	-0.1
Cc1cn2c3c(=O)n(C)c(=O)n(C)c3nc2n1-c1ccc(OCCN2CCCCC2)cc1	-14.3

# (cont.)
SMILES,mcGAS MS inh
Cc1ccsc1-c1nccn1CCc1nc(-c2cccnc2)n[nH]1,-13.7
CN(CC(=O)N1CCCC1)C(=O)c1ccccc1Nc1ccccc1,-4.1
CC(C)(C)c1ccc(C(=O)Nc2ccccc2S(C)(=O)=O)cc1,-2.2
CC(N)c1nc(-c2ccc(Br)cc2)no1 (stereo not drawn),-8.5
CC1(C(=O)NS(=O)(=O)c2cccs2)CCN1C(=O)c1ccccc1 (stereo not drawn),-11.8
COc1ccccc1C1=NN(C(=O)CCC(=O)O)C(c2cccc(Cl)c2)C1 (stereo not drawn),-11.7
O=C(N=Nc1c(O)[nH]c2ccc(F)cc12)c1ccccc1,2.8
COc1cc(-c2ccc(=O)n(CC(=O)Nc3ccc(C)c(Cl)c3)n2)cc(OC)c1OC,-16.5
COc1cccc(O)c1CN1CCCC(Nc2ccc(C(C)C)cc2)C1 (stereo not drawn),-0.9
CC(=O)c1nnc2c(-c3ccc(Cl)cc3)c(C)nn2c1C,-7.1
CS(=O)(=O)N1N=C(c2ccco2)CC1c1ccc(Br)cc1 (stereo not drawn),-4.2
CC(O)c1ccc(Oc2ccc(Br)cc2)cc1 (stereo not drawn),-9.7

# Quoted from the listing.
# For mcGAS MS inh, CC(C)(C)c1ccc(C(=O)Nc2ccccc2S(C)(=O)=O)cc1 is listed with -2.2
# For mcGAS MS inh, COc1cccc(O)c1CN1CCCC(Nc2ccc(C(C)C)cc2)C1 (stereo not drawn) is listed with -0.9
# For mcGAS MS inh, CC(=O)c1nnc2c(-c3ccc(Cl)cc3)c(C)nn2c1C is listed with -7.1

# Carrying on:
SMILES,mcGAS MS inh
COCC(=O)N1CCC(Oc2ccccc2C(=O)N2CCN(c3ccccc3)CC2)CC1,-9.0
CS(=O)(=O)Cc1nc(-c2cc3c(cc2F)NC(=O)CC3)cs1,-12.8
CN(C)C(=O)NS(=O)(=O)c1ccc(Cl)cc1,-4.4
CN(CCOc1ccccc1F)C(=O)/C=C/c1ccccc1C#N,1.4
COc1cccc(C2C3=C(CCCC3=O)N(N(C)C)C(=N)C2C#N)c1 (stereo not drawn),-5.3
COc1ccc(C2Nn3c(nnc3C3CC3)SC2C(=O)c2ccc(F)cc2)cc1 (stereo not drawn),-3.1
CCCCOc1ccccc1/C=N\Nc1nnc(C)c(=O)[nH]1,-7.1
CC(C)(C)OC(=O)N1CCc2ccccc2C1C(=O)N1CCCC(C(=O)NCC2CC2)C1 (stereo not drawn),0.2
O=C(NCc1ccc(F)cc1)C(=O)NCC1CCN(c2ncccn2)CC1,-9.1
Cc1ccc(NC(=O)CC(=O)N(C)C(C)c2nccs2)cc1 (stereo not drawn),6.3
Cn1cnnc1CNC(=O)COc1ccc(C(C)(C)C)cc1C(C)(C)C,-4.6
